HTT cytoprotect = cytoprotection in Huntington HTT-Q103 PC12 cell model | PC12 HTT-Q103 induced, cytoprotection, ATP luminescence, 40 h | Potency, µM (titrated, usually from 56.4 µM), for the others: cytoprotection (ATP increase), hits mostly activators | 230,000 tested, 0.14% active | AID 1471;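 further: % of control where 0% means no effect; nearly all actives have a fitted effect of over 45% in size; toxic huntingtin expression switched on by the ecdysone agonist tebufenozide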
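PC12 cells stably carrying ecdysone-inducible Htt exon 1 (Q103)–GFP were induced with 100 nM tebufenozide (final) alongside library compounds in a dose series. Cytoprotection was scored as retained ATP by ATPlite luminescence.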
Tau fluor counter = counter-screen for tau fibril formation inhibitors. AID 1463. Potency, µM (doses to about 57.7 µM), inactives show at the highest dose activity change, negative = decrease. 280,000 tested, 0.93% active. tau K18 P301L Alexa594 fluorescence, heparin fibrillization; further: on the % scale 0 is the no-effect control and ±100 the full control effect; nearly all actives have a fitted effect of over 55% in size
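Human K18 P301L tau (15 uM unlabeled plus 0.24 uM Alexa 594-labeled, final) in 100 mM sodium acetate pH 7 was mixed with compound and 20 uM heparin and incubated 6 hr at 37 C.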
Tau fibril FP = tau fibrillization inhibition (FP); P10636; K18 P301L tau heparin fibrillization, Alexa594 FP, 6 h; Potency, µM (top dose mostly 57.7 µM), for the others: at the top dose activity, negative = inhibition, usual class: inhibitors; 280,000 tested, 0.39% active; further: on the % scale 0 is the no-effect control and ±100 the full control effect; nearly all actives have a fitted effect of over 55% in size
Target sequence (P10636 561-689 P618L limits assumed): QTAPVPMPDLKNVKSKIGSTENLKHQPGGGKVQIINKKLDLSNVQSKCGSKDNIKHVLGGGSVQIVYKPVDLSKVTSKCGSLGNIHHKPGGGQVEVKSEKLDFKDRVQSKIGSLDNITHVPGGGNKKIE
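Read-out: fluorescence polarization of Alexa 594-labeled tau (0.24 uM), 555 nm excitation, 632 nm emission. Mixtures held 15 uM unlabeled K18 P301L, compound and 20 uM heparin, pH 7 acetate buffer, incubated 6 hr at 37 C.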
Tau ThT inhib = blocks human tau fibril formation measured by thioflavin T | P10636 | recombinant tau K18 P301L (four-repeat tau fragment), heparin-induced fibrillization, ThT fluorescence | Potency, µM (titrated, usually from 57.4 µM), without a hit: at the highest dose activity, negative = inhibition, actives largely listed as inhibitors | 270,000 tested, 2.1% active; further: on the % scale 0 is the no-effect control and ±100 the full control effect; nearly all actives have a fitted effect of over 55% in size
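Recombinant human tau K18 fragment […] carrying P301L, 15 uM unlabeled plus 0.24 uM Alexa 594-labeled, was fibrillized with 20 uM heparin in 100 mM sodium acetate pH 7 for 6 hr at 37 C; 30 uM ThT fluorescence read after 1 hr.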
aGlu spleen mod = inhibits or activates alpha-glucosidase in human spleen homogenate; P10253; human spleen homogenate, 4-MU-alpha-glucoside fluorescence; Potency, µM (series often up to 79.9 µM), without a hit: at the highest dose activity change, negative = inhibition, usual class: inhibitors; 240,000 tested, 0.006% active; AID 2112;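 further: 0% = enzyme with vehicle and -100% = no enzyme basal signal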
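Human spleen homogenate (1 ug) with 4-methylumbelliferyl-alpha-D-glucopyranoside (1 mM final) in 50 mM citrate/phosphate pH 5.0, 0.01% Tween-20; 40 min at 37 C. Stopped at pH 10; 4-MU fluorescence Ex 365/Em 440 nm; AC50 by Hill fit.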
GLA spleen mod = alpha-galactosidase A (human) modulation | human spleen homogenate, 4MU-alpha-Gal fluorescence, 40 min | 240,000 tested, 0.008% active | P06280 | Potency, µM (top dose mostly 80 µM), for inactives: at the highest dose activity change, negative = inhibition, usual class: inhibitors;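 further: 0% = enzyme with vehicle and -100% = no enzyme basal signal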
Target sequence (P06280 32-429 limits assumed): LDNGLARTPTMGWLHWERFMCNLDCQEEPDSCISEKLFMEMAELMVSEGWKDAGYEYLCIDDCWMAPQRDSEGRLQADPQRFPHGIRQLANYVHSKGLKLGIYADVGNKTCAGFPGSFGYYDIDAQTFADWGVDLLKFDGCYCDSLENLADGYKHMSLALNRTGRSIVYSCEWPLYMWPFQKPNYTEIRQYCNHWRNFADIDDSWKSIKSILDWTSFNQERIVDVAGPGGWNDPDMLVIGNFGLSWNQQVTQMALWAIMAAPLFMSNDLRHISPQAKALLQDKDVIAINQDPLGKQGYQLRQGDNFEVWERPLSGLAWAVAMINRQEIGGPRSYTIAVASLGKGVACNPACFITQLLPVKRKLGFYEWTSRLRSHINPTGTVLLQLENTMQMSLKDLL
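Human spleen homogenate (1 ug) as enzyme source, 4-methylumbelliferyl-alpha-D-galactopyranoside 1 mM final, citrate/phosphate pH 5.0 with 0.01% Tween-20. Compounds 40 min at 37C, NaOH/glycine stop; fluorescence Ex 365/Em 440, Hill-fit AC50.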
GAA glycogen = inhibitors or activators of human alpha-glucosidase glycogen cleavage; P10253; recombinant GAA, glycogen substrate, Amplex Red glucose oxidase fluorescence; Potency, µM (series often up to 76.4 µM), for the others: top-dose activity change, negative = inhibition, usual class: inhibitors; 300,000 tested, 0.38% active;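 further: 0% = full enzyme reaction and -100% = no-enzyme basal signal; the screen sought inhibitors and activators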
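Recombinant enzyme (4 nM final) with compounds titrated up to 77 uM and bovine liver glycogen (30 ug) in citrate pH 5.0, 0.01% Tween-20, 37 C 40 min. Released glucose detected by Amplex Red/glucose oxidase (Ex 573/Em 610); AC50 from Hill fits.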
GAA inhib = blocks human lysosomal alpha-glucosidase; Potency, µM (series often up to 76.9 µM), for inactives: top-dose activity change, negative = inhibition, most hits filed as inhibitors; 200,000 tested, 0.005% active; P10253; purified human GAA, 4-MU-alpha-glucoside fluorescence;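 further: plate controls were uninhibited enzyme wells for no effect and no-enzyme background for full effect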
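AC50 values come from Hill fits of compound titrations (up to 77 uM) against 4 nM human enzyme. Substrate 4-methylumbelliferyl-alpha-D-pyranoside at 400 uM, pH 5.0 citrate buffer, 20 min room temperature; fluorescence Ex 365/Em 440 after alkaline stop.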
Active calls of the source: *; u = inconclusive; x = not tested or not shown; [ ] = dose if it differs, or a comment. The call rests on the fitted dose curve; in most records, active means well fitted curve in the direction sought with a large enough effect; inconclusive means small, poorly fitted or top-dose-only effect, or another doubt; inactive means no such curve, though single readings can be large; an effect the other way counts as inactive or inconclusive. Potency means the concentration at half of the fitted maximal effect. Rows were taken by chance; about 3.3% have a hit in one of these screens.

SMILES	HTT cytoprotect	Tau fluor counter	Tau fibril FP	Tau ThT inhib	aGlu spleen mod	GLA spleen mod	GAA glycogen	GAA inhib
CCOc1ccc(Oc2ccc(C(F)(F)F)cc2N)cc1	43%[10 µM]	u	-2%	u	-2%	2%	1%	-5%
Cc1ccc(C2CC(c3cccs3)=NN2C(=O)CSC2=NN3CCCC(=O)N=C3S2)cc1 (stereo not drawn)	-9%[10 µM]	-15%	2%	u	5%	-1%	4%	0%
O=c1nc2n(c3ncccc13)CCC2	1%[10 µM]	4%	3%	-1%	7%	12%	15%	-3%
COC(=O)CSc1nnc(COc2ccc([N+](=O)[O-])cc2)n1C	x	-6%	-11%	-15%	1%	0%	13%	12%
O=C(NC1(C(F)(F)F)NC(=O)N(C2CCCCC2)C1=O)c1ccco1 (stereo not drawn)	-11%	-7%	4%	-5%	-9%	1%	-11%	-6%
C/C(=N\Nc1nc(N)cc(Cl)n1)c1ccc(F)cc1	8%[10 µM]	0%	6%	-9%	5%	5%	u	5%
O=C(CNC(=O)c1ccco1)N/N=C/c1c[nH]c2ccccc12	-25%	-11%	11%	-17%	x	-5%	2%	-2%
COc1cc(C)c(Cl)cc1S(=O)(=O)NCC1CCCO1 (stereo not drawn)	22%	-6%	-2%	-5%	-1%	3%	5%	5%
Cc1cc2cc(CNC(=O)CC(C)C)ccc2n1C	-7%	3%	4%	5%	-4%	-12%	-4%	3%
Cc1ccc(C)c(CN2C(=O)c3ccccc3S(=O)c3ccc(C(=O)N4CCN(c5ccccn5)CC4)cc32)c1 (stereo not drawn)	x	6%	u	3%	8%	8%	-13%	-8%
Cc1nc(-c2cnn(-c3ccccc3)c2)c2cc(C)oc2n1	-27%[0.074 µM]	-15%	-2%	u	-5%	10%	2%	1%
O=C(NC1C(=O)NNC1c1ccccc1)c1ccccc1 (stereo not drawn)	-24%	-11%	u	u	-4%	2%	u	-2%

Only HTT cytoprotect, GLA spleen mod and aGlu spleen mod, for some of the entries so far:
compound | HTT cytoprotect | GLA spleen mod | aGlu spleen mod
Cc1ccc(C2CC(c3cccs3)=NN2C(=O)CSC2=NN3CCCC(=O)N=C3S2)cc1 (stereo not drawn) | -9%[10 µM] | -1% | 5%
O=c1nc2n(c3ncccc13)CCC2 | 1%[10 µM] | 12% | 7%
COC(=O)CSc1nnc(COc2ccc([N+](=O)[O-])cc2)n1C | x | 0% | 1%
O=C(NC1(C(F)(F)F)NC(=O)N(C2CCCCC2)C1=O)c1ccco1 (stereo not drawn) | -11% | 1% | -9%

(next part)
SMILES	HTT cytoprotect	Tau fluor counter	Tau fibril FP	Tau ThT inhib	aGlu spleen mod	GLA spleen mod	GAA glycogen	GAA inhib
COc1cc(OC)cc(-c2nc(-c3cc4cc(C)ccc4nc3OC)no2)c1	0%[0.074 µM]	0%	3%	-8%	9%	11%	-13%	-5%
Cc1cc(Cl)ccc1NC(=O)C(=O)NCc1ccco1	x	-8%	5%	-7%	x	x	-5%[76.3 µM]	x
O=C(CN1CCN(c2ccccn2)CC1)Nc1cccc(C(F)(F)F)c1	8%[10 µM]	-12%	-2%	-15%	-5%	1%	3%	-4%
Cc1cc(C(=O)Nc2cccc(O)c2)c(C)o1	-9%	-7%	12%	-9%	-8%	-1%	0%	-6%
O=C(NCc1ccco1)c1cccc(NS(=O)(=O)c2cccc(F)c2)c1	x	1%	-4%	5%	-21%	0%	1%	3%
COc1ccc(C2C(C(=O)Nc3ccccc3)=C(C)Nc3nc(CCCO)nn32)cc1 (stereo not drawn)	14%	-12%	-10%	-14%	-4%	-2%	-14%	-5%
CCOC(=O)Cn1c(=O)c2c(nc(N3CCCCC3)n2Cc2ccccc2)n(C)c1=O	-37%	-5%	4%	-8%	0%	5%	3%	-5%
O=C(NCCc1ccc(Cl)cc1)c1ncn[nH]1	-20%	-1%	-3%	-3%	-2%	0%	10%	-6%
Cc1cc(C)c(NC(=O)C2C3/C=C\CCCCC32)c(C)c1 (stereo not drawn)	-7%	-4%	-3%	-7%	-7%	3%	0%	4%
COc1ccc2c(c1)c(=O)cc(-c1ccccc1)n2C	2%[10 µM]	0%	2%	-1%	-5%	-3%	-8%	-7%
CCOP(=O)(OCC)C(Nc1ccccc1)c1ccc2c(c1)OCO2 (stereo not drawn)	-10%	-6%	-6%	u	-4%	12%	5%	2%
COC(=O)c1ccccc1NC(=O)c1cncc(Br)c1	-24%	-7%	-4%	-5%	-12%	-9%	2%	-6%
Cc1cccc(NC(=O)c2cn(-c3ccccc3)nc2-c2ccccc2)c1C	x	0%	0%	-2%	x	x	-8%[76.3 µM]	x
O=C(NCc1cccnc1)c1ccccc1[N+](=O)[O-]	4%[1.9 µM]	-2%	4%	-1%	-2%	-7%	-6%	-22%
NC(=O)CCCCC(=O)OCCCc1cccs1	0%	-8%	4%	-13%	-8%	6%	2%	-3%
CCCCC(=O)OC1=C(C(=O)c2ccccc2)N(C)S(=O)(=O)c2ccccc21	x	-23%	12%	14µM*	x	x	-17%[76.3 µM]	x
COc1ccc(-n2nnc3c(=O)n(Cc4cccc(C)c4)cnc32)cc1	-20%[0.074 µM]	-26%	u	-7%	-7%	-4%	-8%	-2%
CCC(C#CCN1CCCCC1)(CC)OCCC#N	1%	-3%	5%	-11%	-6%	5%	-1%	-6%
CC(C)=C1C2CCC1C(C(=O)Nc1sc(C)c(-c3ccc(C(C)C)cc3)c1C(N)=O)C2C(=O)O (stereo not drawn)	x	-7%	11%	u	1%	3%	-10%	u
O=[N+]([O-])c1c(C(Cl)Cl)nn(-c2ccccc2)c1N1CCOCC1	4%[10 µM]	-18%	-4%	-14%	4%	2%	-10%	-3%
COc1ccc(-n2c(C)cc(C(=O)COC(=O)Cc3n[nH]c(=O)c4ccccc34)c2C)cc1	x	-20%	-9%	u	6%	12%	-6%	-10%
CC(C)OC(=O)C(C#N)c1nc2ccccc2nc1N1CCCC1 (stereo not drawn)	-11%[10 µM]	-19%	-2%	u	-2%	-1%	-3%	4%
[C-]#[N+]/C(C#N)=C\c1cc(C(C)(C)C)c(O)c(C(C)(C)C)c1	-217%[inhibitor]	u	u	25µM*	2%	-10%	x	x
c1ccc(Oc2ccc(-c3ccnc4nc(N5CCOCC5)nn34)cc2)cc1	-24%	-10%	-11%	u	-1%	1%	11%	5%

Quoted from the results shown for reference:
SMILES	HTT cytoprotect	Tau fluor counter	Tau fibril FP	Tau ThT inhib	aGlu spleen mod	GLA spleen mod	GAA glycogen	GAA inhib
Cc1cccc(NC(=O)c2cn(-c3ccccc3)nc2-c2ccccc2)c1C	x	0%	0%	-2%	x	x	-8%[76.3 µM]	x
O=C(NCc1cccnc1)c1ccccc1[N+](=O)[O-]	4%[1.9 µM]	-2%	4%	-1%	-2%	-7%	-6%	-22%

Remaining list, next part.
SMILES	HTT cytoprotect	Tau fluor counter	Tau fibril FP	Tau ThT inhib	aGlu spleen mod	GLA spleen mod	GAA glycogen	GAA inhib
CN(C)c1cccc(NC(=O)CCc2ccccc2)c1	-32%	-9%	9%	-15%	-5%	-12%	-18%	u
Cc1c(C(c2ccccc2O)c2c(C)n(C)n(-c3ccccc3)c2=O)c(=O)n(-c2ccccc2)n1C	4%[10 µM]	-13%	u	-11%	-8%	4%	-8%	-2%
c1ccc2c(CNn3cnnc3)cccc2c1	-4%[10 µM]	0%	-3%	-4%	-10%	3%	1%	-11%
COCC(=O)NCc1nc2ccccc2[nH]1	-35%[1.9 µM]	3%	3%	4%	-1%	-1%	8%	-2%
COC(=O)Cc1c(C)c2ccc3c(c2oc1=O)CN(Cc1ccccc1Cl)CO3	x	-8%	-2%	-6%	x	x	3%[76.3 µM]	x
CCOC(=O)c1cc2occc2n1CC(=O)N1CCN(C(=O)c2ccco2)CC1	14%	-3%	-7%	-5%	-5%	2%	2%	2%
COC(=O)c1ccc(C(NC(=O)OCc2ccccc2)/C(=C/[C@@H](C)C(=O)N(C)C)c2cccnc2)cc1 (stereo partly drawn)	-33%[inhibitor]	-4%	0%	1%	-2%	6%	x	x
CCOCc1cc(=O)[nH]c(SC)n1	32%[10 µM]	1%	-1%	3%	-1%	2%	-14%	x
Cc1ccc(C(=O)NN2C(=O)C3C4C=CC([C@@H]3C2=O)C42CC2)cc1 (stereo partly drawn)	11%[10 µM]	u	17%	x	5%	6%	-1%	x
COc1cccc(CNC(=O)CSc2ccc(-c3ccncc3)nn2)c1	-4%	-6%	5%	-9%	-1%	0%	12%	2%
CCN1CCN(CCCNC(=O)CS(=O)(=O)Cc2nc(-c3cccc(OC)c3)oc2C)CC1	x	9%	12%	-1%	x	x	19%[76.3 µM]	x
COc1cccc(OCc2nnc(SCC(=O)N3c4ccccc4Sc4ccc(Cl)cc43)o2)c1	-21%[10 µM]	-24%	u	u	-6%	-2%	7%	-8%
COc1ccc(Cl)cc1N/C(N)=N/c1nc(C)cc(C)n1	28%[10 µM]	1%	1%	-3%	6%	1%	-5%	u
CCCCC(=O)Nc1cccc(C(=O)Nc2ccccc2C(=O)O)c1	-11%[10 µM]	-11%	-3%	-1%	7%	1%	-9%	6%
Cc1ccc2c(c1)N(CC(=O)N1CCCCCC1)C(=O)CO2	-13%[10 µM]	4%	2%	-3%	-10%	-8%	2%	1%
Cc1cc(C)nc(/N=C2\NC(=O)CC(C(=O)O)N2c2ccc(F)c(Cl)c2)n1 (stereo not drawn)	u	12%	7%	1%	5%	-2%	2%	9%
CCCCCCN1C(=O)C(O)=C(C(C)=O)C1c1ccc(Cl)cc1 (stereo not drawn)	-8%[10 µM]	-8%	-5%	-15%	-2%	-6%	-2%	-10%
Brc1cccc2sc(N3CCCC3)nc12	-6%	-5%	-4%	-2%	-3%	4%	1%	-1%
NC(=O)c1c(NC(=O)Cn2cc([N+](=O)[O-])cn2)sc2c1CCCC2	-28%	-5%	-6%	-13%	7%	8%	5%	3%
CCOC(=O)CSc1nc2cc(C)cc(C)c2cc1C#N	-2%	-29%	2%	u	-6%	-1%	-24%	-10%
Cc1nc(C)n(CC(O)COc2ccc3ccccc3c2)n1 (stereo not drawn)	-8%[0.074 µM]	-2%	2%	-10%	-8%	-7%	12%	-6%

Bioassay records as filed in PubChem.
